ABCB6 inh 2: inhibitors of human ABC transporter ABCB6. K562-ABCB6 porphyrin accumulation, flow cytometry, 1 h; active compounds read low. fluorescence ratio to DMSO, % at 10 µM. 0.19% of 360,000 active. AID 602162;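 active = fluorescence ratio to DMSO below 75%, the collection mean minus 3 SD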;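 also: signal is porphyrin accumulated inside mitochondria; 100% equals median channel fluorescence of DMSO control wells; lower ratio means ABCB6 inhibition with less porphyrin fluorescence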
H9c2 protect: modulators protecting cardiomyocytes from myocardial damage; H9c2 cardiomyocytes, H2O2 injury protection, ATPLite, 2 h; 0.63% of 360,000 active; AID 588492; protection from H2O2 cell death, % at 20 µM;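 active = compounds giving at least 50% protection of heart cells from peroxide-induced death in the single-dose screen, raw or plate-pattern-corrected value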;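 also: 0% = DMSO wells with peroxide and 100% = DMSO wells without peroxide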
Glyco luc inh: N-linked glycosylation inhibition; 0.23% of 360,000 active; D54 ERlucT glycosylation luciferase reporter, 24 h; percent of 100 nM tunicamycin response; reporter increase, % at 12.5 µM;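 active = mean luciferase reporter signal, scaled so untreated is 0 and the glycosylation-blocking control 100, at or above a set limit in every replicate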;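 also: luciferase carries N-glycosylation sites so blocking glycosylation raises the light; 0% = median of neutral control wells and 100% = median of 100 nM tunicamycin wells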
Granule exo inh: lytic granule exocytosis inhibition; TALL-104 LAMP-1 surface exposure, flow cytometry; cells stimulated with thapsigargin and PMA; 0.66% of 360,000 active; inhibition, % at 10 µM; AID 651702;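 active = inhibition above about 55%, limit read from the data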
CaV13 ICDI inh: Disruptors of the CACNA1D IQ motif to Ca2+-dependent inactivation inhibitor domain association, primary screening, Förster resonance energy transfer in intact living …; 0.098% of 340,000 active; inhibition, % at 12.3 µM; AID 743397; HEK cells, CFP/YFP FRET ICDI-IQ, plate reader, 10 min; percent FRET-ratio fall versus neutral wells;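 active = mean replicate inhibition of at least 30% and at least 1% of replicates passing that level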;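 also: 0% = median of the neutral control wells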
aDG glyco act: alpha-DG glycosylation activation; Pro5-aDG cells, alpha-DG glycosylation AlphaScreen (IIH6); 0% Pro5, 100% B10-LARGE cell signal; activation, % at 10 µM; 0.22% of 360,000 active; AID 624168;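 active = activation of at least 8% versus controls, or a plate z-score of at least 8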;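 also: Pro5 are CHO cells carrying HIG-tagged alpha-DG that lacks glycosylation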
Vif inh: inhibitors of HIV Vif. HEK293T cells, Vif self-association by quenched fluorescence, imaging, 24 h. inhibition, % at 7.49 µM. 0.35% of 340,000 active. AID 602346; in the data active = inhibition above about 50%, passing the limit was not always enough; also: some results filed as inactive read as strong as hits
iPSC survival up: increases survival of single human iPS cells; 0.044% of 360,000 active; hiPSC single-cell survival, ATPlite luminescence; 100% = ROCK inhibitor wells, 0% = DMSO; AID 602274; survival enhancement, % at 20 µM; in the data active = survival enhancement above about 18%;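 also: cells exposed to compounds for 16 hours before the ATP read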
HTR2A ag: agonists of mouse serotonin 5-HT2A receptor (HTR2A); CHO-K1 mHTR2A beta-arrestin complementation, luminescence; percent of 30 µM serotonin response; activation, % at 7.6 µM; 0.66% of 360,000 active; AID 624169;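 active = activation above a run cutoff, the mean activation of all tested compounds plus 3 SD, cut at about 14% in these data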;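 also: 0% = plate median of compound wells and 100% = 30 µM serotonin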
Target sequence (P35363 whole entry, looked up): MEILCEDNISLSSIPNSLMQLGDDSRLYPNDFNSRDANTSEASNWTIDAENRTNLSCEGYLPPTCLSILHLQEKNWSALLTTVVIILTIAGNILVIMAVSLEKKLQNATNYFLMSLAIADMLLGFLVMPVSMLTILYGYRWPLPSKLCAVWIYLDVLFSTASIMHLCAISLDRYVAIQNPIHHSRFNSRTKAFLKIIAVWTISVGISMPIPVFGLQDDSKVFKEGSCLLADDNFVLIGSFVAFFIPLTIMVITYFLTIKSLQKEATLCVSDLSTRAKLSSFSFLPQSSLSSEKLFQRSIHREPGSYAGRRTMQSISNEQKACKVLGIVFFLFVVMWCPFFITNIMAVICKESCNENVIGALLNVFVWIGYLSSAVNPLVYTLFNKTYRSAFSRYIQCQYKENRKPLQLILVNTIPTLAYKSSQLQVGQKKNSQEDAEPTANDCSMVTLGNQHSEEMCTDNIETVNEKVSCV
PDI turbidity: inhibitors of human protein disulfide isomerase | inhibition, % at 10 µM | AID 588391 | P07237 | PDI insulin aggregation turbidity, A650, 90 min | 0.052% of 350,000 active;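 active = mean inhibition across replicates of 30% or more, whatever share of single replicates reach that level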;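 also: absorbance from insulin aggregation driven by PDI reduction with DTT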
Target sequence (P07237 whole entry, looked up): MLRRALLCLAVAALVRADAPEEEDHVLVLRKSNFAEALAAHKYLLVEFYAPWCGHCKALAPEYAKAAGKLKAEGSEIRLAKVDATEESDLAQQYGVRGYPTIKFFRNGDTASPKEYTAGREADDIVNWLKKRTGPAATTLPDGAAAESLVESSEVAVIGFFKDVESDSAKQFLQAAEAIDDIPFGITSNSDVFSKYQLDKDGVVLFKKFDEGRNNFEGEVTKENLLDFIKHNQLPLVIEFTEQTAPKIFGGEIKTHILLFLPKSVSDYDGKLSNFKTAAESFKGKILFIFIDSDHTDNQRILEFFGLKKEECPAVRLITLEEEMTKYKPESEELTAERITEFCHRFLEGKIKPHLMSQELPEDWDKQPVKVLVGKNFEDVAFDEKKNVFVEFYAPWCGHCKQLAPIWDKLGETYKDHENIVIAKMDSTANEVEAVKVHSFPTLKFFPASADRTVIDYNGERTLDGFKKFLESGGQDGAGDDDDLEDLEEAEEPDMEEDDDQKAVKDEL
The depositor's hits bear a star; . = no result given.

Every second line gives: ABCB6 inh 2, H9c2 protect, Glyco luc inh, Granule exo inh, CaV13 ICDI inh, aDG glyco act, Vif inh, iPSC survival up, HTR2A ag, PDI turbidity
1) C[C@@H]1CN([C@@H](C)CO)S(=O)(=O)c2ccc(C#Cc3cccc(F)c3)cc2O[C@H]1CN(C)S(=O)(=O)c1cn(C)cn1
    101, 36, 3, 0, -6, -0.3, -26, 0.0, -2, 2
2) Cc1cc(Br)ccc1NC(=O)CNC(=O)CN(C)Cc1nc2ccccc2c(=O)[nH]1
    97, 23, 3, 4, -5, 0.2, -2, -0.4, 0, -3
3) CCOc1ccc(NC(=O)CCS(=O)(=O)c2ccc(C)cc2)cc1
    99, -4, -3, 3, -3, 0.2, -9, -0.4, 3, -2
4) COc1cc(/C=C2\NC(=S)N(C)C2=O)ccc1OCc1ccccc1F
    98, -4, -6, -12, -6, 0.2, -19, -0.7, 8, 9
5) C=CCNC(=S)NNC(=O)c1ccc(OCCCC)cc1
    106, 0, 1, 24, ., 0.3, 22, -2.9, 2, 8
6) Cc1ccc(C)c2[nH]c(=O)c(C(c3nnnn3C3CCCC3)N3CCOCC3)cc12 (stereo not given)
    101, 22, 4, 4, -6, 1.6, -9, 3.5, 0, -3
7) O=CN1CCC(=O)N(Cc2ccccc2)c2ccccc21
    95, 8, 3, -1, -3, 0.0, -8, 1.1, -2, 1
8) O=C(CSc1n[nH]c(-c2ccccc2)n1)Nc1ccc(F)cc1F
    93, -3, -2, 1, -6, -0.2, -4, -0.5, 0, -3
9) Nc1c(N(CCC2=CCCCC2)C(=O)COc2ccc(F)cc2)c(=O)[nH]c(=O)n1Cc1ccccc1
    96, -3, 55*, 30, ., 0.4, 19, 3.5, 4, 8
10) COc1ccc(C(=O)NC2=NCCS2)cc1S(=O)(=O)N1CCCCC1C (stereo not given)
    98, 9, 1, -1, -6, -0.4, -32, 2.0, 2, -4
11) O=C1c2ccc(Br)cc2C(=O)N1c1ccc(Cc2ccncc2)cc1
    85, -14, 1, 15, -6, 0.0, -20, -0.8, 3, -2
12) COc1ccc(Cl)cc1Nc1ncnc2sc(C)c(S(=O)(=O)N3CCC(C)CC3)c12
    103, -14, -5, -3, -5, 0.1, 0, -1.1, 5, 11
13) COc1ccc(CCN2C(=O)CCC3=C2CCCC3=O)cc1OC
    94, 4, 0, -1, ., -0.3, 5, 0.8, 0, .
14) CCOC(=O)N1CCN(CC(O)COc2ccc3c(c2)CCC3)CC1 (stereo not given)
    94, 1, 5, -1, -14, 0.0, -7, -0.1, 5, -14
15) CCS(=O)(=O)N1CCC(N2CCC(C)CC2)CC1
    95, -2, -2, -2, -1, 1.0, -6, 1.1, 0, -4

(continued)
Every second line gives: ABCB6 inh 2, H9c2 protect, Glyco luc inh, Granule exo inh, CaV13 ICDI inh, aDG glyco act, Vif inh, iPSC survival up, HTR2A ag, PDI turbidity
16) N#CCCn1cc(/C=N/NC(N)=S)c(-c2ccccc2)n1
    94, -2, 3, -4, 4, 2.5, -1, -0.5, -2, 9
17) CSCCC(C(=O)Nc1c(C)cccc1C)N(Cc1ccccc1)Cc1ccccc1 (stereo not given)
    98, -7, -11, 2, -6, 0.5, ., 0.9, 0, .
18) CCOc1ccc2[nH]c(=O)c(=O)[nH]c2c1
    98, -8, 2, 3, -5, 0.3, 10, -0.5, -2, 2
19) CN1CCN(S(=O)(=O)NC[C@H]2O[C@@H](n3cnc4c(N)ncnc43)[C@H](O)[C@@H]2O)CC1
    94, -22, 2, -1, -5, 0.7, ., 1.7, -1, 0
20) Cc1ccc2nc(-c3cccnc3)oc2c1
    101, -6, 2, 2, -6, 0.1, -5, -0.4, -2, 5
21) Cc1cccc(C)c1-n1nnnc1C(c1cccs1)N1CCN(C/C=C/c2ccccc2)CC1 (stereo not given)
    97, -7, -10, 10, -4, -0.6, 4, -2.7, -1, .
22) CC1(c2nnc(-c3ccncc3)o2)CC(c2c(Cl)cccc2Cl)=NO1 (stereo not given)
    92, 18, 2, 0, -6, 0.1, -2, 0.1, 5, -2
23) Cc1ccc(NC(=O)COC(=O)Cn2nc(-c3ccc(F)cc3)oc2=O)cc1C
    102, -2, 3, -2, -5, 0.0, -3, -0.2, 3, -5
24) C1=C[C@H]2CC[C@@H]1N(c1ccccc1)O2
    100, -3, 1, -3, -3, -0.3, 6, 1.1, -1, -18
25) COc1ccccc1N1CCN(C(=O)c2cccc(N3C(=O)C4C5C=CC(C5)C4C3=O)c2)CC1 (stereo not given)
    100, 9, 3, 0, -2, -0.1, 15, -0.5, -1, -5
26) CNC(=O)c1cc(NC(=O)CCn2nc(-c3ccc(C)cc3)c3ccccc3c2=O)ccc1OC
    107, 22, 1, 1, -4, 0.2, -2, -0.2, 2, -1
27) CC1CCN(c2nc3nonc3nc2Nc2ccc(F)cc2)CC1
    92, -5, -4, 1, -1, -0.2, -6, -0.6, -3, 2
28) CC(C)C[C@@H](NC(=O)C1CCC(CNC(=O)[C@@H]2CCCN2C(=O)OC(C)(C)C)CC1)C(=O)O (stereo not given in full)
    92, 9, 1, -3, -5, 0.1, 0, -0.3, 3, 1
29) CCN1C(=NCCOC)N[C@@H](c2cccs2)C(C(=O)OC)=C1C
    102, 3, 3, -2, -3, 0.3, -2, -2.6, -4, -3
30) COc1cc(/C=N/Nc2nc(Nc3ccccc3)nc(-n3nc(C)cc3C)n2)cc(OC)c1OC
    92, 28, -6, 10, -5, -0.3, -15, -0.3, 3, 2

Next compounds follow:
Every second line gives: ABCB6 inh 2, H9c2 protect, Glyco luc inh, Granule exo inh, CaV13 ICDI inh, aDG glyco act, Vif inh, iPSC survival up, HTR2A ag, PDI turbidity
31) Cc1ccc(Nc2nc(-c3sc(N)nc3C)cs2)cc1
    112, -10, -1, 0, -4, 0.5, 18, 0.0, 0, -4
32) CC1CCC(NC(=O)CN(C)S(=O)(=O)c2cccc3cccnc23)CC1 (stereo not given)
    97, 6, -1, -1, -16, -0.1, -9, -0.4, 1, 3
33) O=C(NC(Cc1c[nH]c2ccccc12)C(=O)N/N=C/c1ccc(Cl)cc1)c1cccs1 (stereo not given)
    101, 4, 1, -1, -7, -0.4, 2, 0.9, -6, 7
34) O=C(Cc1ccc(F)cc1)N(c1ccccc1)C1C=CS(=O)(=O)C1 (stereo not given)
    97, 5, 0, 5, ., 0.1, 0, 0.0, -3, 5
35) CC1(c2cccc(N)c2)OCCO1
    103, 0, 1, 0, -3, -0.1, -1, -2.5, 0, -5
36) COc1ccc(N(C=O)C(=S)SC)cc1
    103, 1, 3, -4, -3, 0.0, -6, 2.1, 3, 1
37) Cc1ccccc1N=C(NOCc1ccc(Cl)cc1Cl)c1nonc1N
    96, -21, -9, 12, -5, 0.9, 0, 1.1, -6, -29
38) COc1cccc(-c2c(C(=O)O)cc(O)c3ccc(OC)cc23)c1
    101, 1, 3, 0, -6, 0.1, 7, -1.7, 3, -12
39) COc1ccc(-c2noc(CN(C(=O)c3cccs3)C(C)C)n2)cc1
    92, 1, -1, 3, -4, 0.6, -10, -0.1, 5, -2
40) COc1ccc(N2CCN(C(=O)c3ccc4c(=O)n5c(nc4c3)CCCCC5)CC2)cc1
    100, 1, 0, 0, -3, 0.0, -3, -1.1, -10, .
41) COc1cccc(/C=C/C(=O)OCC(=O)Nc2ccc(Cl)c(S(=O)(=O)N(C)C)c2)c1OC
    88, -4, 0, 0, -5, -0.3, -1, 1.7, 1, 10
42) CCOC(=O)C(C)CC(C)C(=O)N1CCOCCOCCN(C(=O)C(C)CC(C)C(=O)OCC)CCOCC1 (stereo not given)
    97, -3, 0, 0, ., 0.1, 0, 2.6, -4, 2
43) NC[C@H](O)c1ccc(O)c(O)c1
    98, 4, 0, 0, -5, 0.0, 19, 2.8, 36*, 10
44) Cc1c(NS(=O)(=O)c2cccc([N+](=O)[O-])c2)c(=O)n(-c2ccccc2)n1C
    82, -10, -1, 9, -5, 0.2, -2, 0.4, -3, -4
45) COc1ccccc1NC(=O)CSc1nnc(C)n1CCc1ccccc1
    95, -1, 0, 1, -5, 0.1, -3, -1.2, 8, -4

Later entries.
Every second line gives: ABCB6 inh 2, H9c2 protect, Glyco luc inh, Granule exo inh, CaV13 ICDI inh, aDG glyco act, Vif inh, iPSC survival up, HTR2A ag, PDI turbidity
46) CCN=C1SC(C(=O)Nc2ccccc2)CC(=O)N1CC (stereo not given)
    100, 2, 2, -4, ., 0.0, 16, 1.2, 4, 10
47) COc1ccc(-c2coc3c(C(=O)NC(C)C)cccc23)c(C)c1
    100, -5, -3, 10, -11, 0.5, -26, -0.9, -1, -1
48) COC(=O)[C@@]12C[C@@H](CC(=O)NCc3ccc(C)o3)C(=O)N(Cc3ccc4c(c3)OCO4)C1=CCC(C)(C)C2
    ., ., ., 1, -16, 0.0, ., ., -4, .
49) CCN1CCCC1Cn1cnc2c([nH]c3cccc(Cl)c32)c1=O (stereo not given)
    96, 14, 2, 2, 1, 0.1, 1, 4.1, -8, 2
50) Cc1ccc2nc(SCC(=O)Nc3ccc(F)cc3)nc(=O)n2c1
    101, 2, -2, 5, -15, 0.1, 3, -0.4, -3, 0
51) COc1ccc(Cc2noc(CN3CCCN(C4Cc5ccccc5C4)CC3)n2)cc1OC
    99, -4, 1, -4, -5, 0.6, 23, 1.3, -12, -2
52) COc1cccc(-c2nnc3n2N=C(c2cc(OC)ccc2OC)CS3)c1
    103, 10, 2, 15, -3, 5.1, -5, -1.0, 1, 0
53) CC(=O)c1sc(NC(=O)COc2ccc(C(C)C)c(C)c2)nc1C
    98, -19, 0, 5, 4, 0.4, 1, 0.6, -4, 1
54) CCOc1ccc(CCNC(=O)c2cccc(S(=O)(=O)N3CCCCC3)c2)cc1OCC
    86, -5, 0, -2, -6, 0.0, -10, -0.4, 5, -2
55) CCc1nc(SCC(=O)Nc2ccccc2C(=O)OC)n[nH]1
    88, 7, -1, 0, ., 0.0, 3, -1.5, -3, 3
56) Cc1cccc(CN2C(=O)c3ccccc3Sc3ccc(C(=O)NCCN4CCOCC4)cc32)c1
    99, 0, -1, 10, 1, 0.2, -4, 0.3, -5, -1
57) Cn1c(=N)n(CC(=O)C(C)(C)C)c2ccccc21
    107, -2, -7, -1, -2, 0.3, 1, 6.6, 1, -3
58) CC(C)(C)n1ncc2c(=O)n(Cc3ccccc3Br)cnc21
    92, -6, -2, -7, 19, 0.6, -3, -3.4, 0, -8
59) COc1ccc(CNC(=O)c2cccnc2)cc1
    99, -8, 1, 4, -5, 0.1, 3, 0.0, 3, 6
60) Fc1cccc(NC(=S)N2CCn3cccc3C2c2cccnc2)c1 (stereo not given)
    104, -2, 1, -9, 5, 0.0, 2, 0.4, -1, 7
61) CCc1ccc(NCc2nc(-c3ccccc3)no2)cc1
    96, -14, 4, -6, -3, -0.3, 9, -0.3, 7, -1
